Pf Dd2 growth: inhibitors of Plasmodium falciparum Dd2 growth; P. falciparum Dd2 growth, SYBR Green, 72 h; Potency, µM (titrated, usually from 28.9 µM), without a hit: at the top dose activity, negative = inhibition, hits mostly inhibitors; 120,000 tested, 4.3% active; AID 1347417; active = well fitted inhibition curve with a large enough effect; inconclusive = small, poorly fitted or top-dose-only effect; inactive = no such curve, though single readings can be large or run the other way;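 note: plate controls were DMSO vehicle for no effect and reference drug for full effect; nearly all actives have a fitted effect of over 65% in size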
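Infected erythrocytes (Dd2, 0.3% parasitemia, 2.5% hematocrit final) are added to compound in RPMI-1640/Albumax II medium, grown 72 h at 37C in low oxygen, then lysed with saponin/Triton-X containing SYBR Green and read by fluorescence.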
An asterisk follows results filed as active; i = inactive; ? = inconclusive; [ ] = remark or other dose. Potency is the fitted concentration of half-maximal effect.

SMILES	Pf Dd2 growth
O=C1NC(NS(=O)(=O)c2ccccc2)(C(F)(F)F)C(=O)N1c1ccc(F)cc1 (stereo not given)	19%
CCc1cccc(CC)c1NC1=NS(=O)(=O)c2ccccc21	21%
CCOCc1nc(C2CCCN(C(=O)Cc3cccc(F)c3)C2)no1 (stereo not given)	-18%
COc1ccc2[nH]c(C(=O)N3CCC4(CC3)c3nc[nH]c3CCN4C)cc2c1	-14%
CC(C)NC(=O)C1CCCN1c1nc2ncccc2o1 (stereo not given)	17%[44.1 µM]
CN(Cc1ccccc1)Cc1cn([C@H]2CO[C@H]3[C@@H]2OC[C@@H]3NCc2ccccc2)nn1	?
Cc1ccc2c(=O)c(C(=O)c3cccc(Cl)c3)cn(CC(=O)NC3CCCCC3)c2n1	?
CN1CCOc2c(C(=O)NCCN3CCNC3=O)cc(-c3cccnc3)cc21	-16%[44.1 µM]
CCN1CCN(c2nc3c(s2)CN(Cc2ccccn2)CC3)CC1	i
O=C(CSc1nc2sc3c(c2c(=O)[nH]1)CCCC3)Nc1ccccc1F	4%
O=C(Cn1c(=O)nc(-c2ccccc2)c2cc(Cl)ccc21)N1CCN(c2ccc(F)cc2)CC1	31%[activator]
CCOC(=O)c1cnc2c(C)cc(C)cc2c1Nc1ccc(OCc2ccccc2)cc1	?
Cc1cccc(N2C(=O)C(CC(=O)Nc3cccc(F)c3)N(CCc3ccncc3)C2=O)c1 (stereo not given)	-18%
CNCc1cccc(F)c1	-4%[44.1 µM]
O=C1NC2(CCN([S+](=O)([O-])c3cccc(C(F)(F)F)c3)C2)COc2ccccc21 (stereo not given)	17%
COc1cc2c(cc1OC)n(CC(=O)c1ccc(C)cc1)c(=O)n1nc(CCn3nc(C)cc3C)nc21	-9%
CCOc1ccccc1CN1CCC2(CCN(C(=O)COC)CC2)Oc2ccccc21	?
CCc1ccc(NC(=O)C(=O)NCCc2csc(-c3ccc(C(F)(F)F)cc3)n2)cc1	1%
CCOc1cc(=O)n2c(c1C(=O)N1CCN(C3CCCCC3)CC1)CCCCC2	-7%
Cc1oc2ncn(CC(C)C)c(=O)c2c1C(=O)N(Cc1ccccc1)C(C)C	i
Cc1nn(Cc2noc(C(=O)NCc3cccc(F)c3)n2)c(C)c1Br	15%
CCc1ccc(NC(=O)CSc2nc3nccnc3c(=O)n2CCc2c[nH]c3ccccc23)cc1	?
COc1ccc(CCC(=O)N2CCC(Cc3nc(-c4ccccc4)no3)CC2)cc1	-22%
CN(Cc1ccccc1)C(=O)c1ccnc(-c2nnc3ccc(N4CCOCC4)nn23)c1	i
COC(=O)CC1Oc2ccc(Cl)cc2-n2cc(-c3ccc(C)cc3)nc21 (stereo not given)	i
O=C(NC[C@H]1Cn2c(-c3ccccc3)cnc2CO1)c1cnccn1	?
COCCC(=O)N[C@H]1CC[C@]2(C)CCC([C@H](C)C(=O)N3CCCCC3)[C@H](O)[C@H]2[C@@H]1C (stereo not given in full)	i
COc1cccc(C(=O)N2CCC(c3n[nH]c(=O)n3-c3ccccc3)CC2)c1	i
CC(=O)c1cccc(NC(=O)c2nc(-c3ccc(C)cc3)n3c2CCCCC3)c1	?
COc1cccc(CNC(=O)[C@@H]2C[C@@H](O)CN2C2CCN(C(=O)c3ccncc3)CC2)c1	-19%
CC1CCN(c2nc3c(S(=O)(=O)c4ccc(Cl)cc4)nnn3c3ccsc23)CC1	22%
Cc1cnc(C(=O)N2CC(F)(F)C[C@H]2c2nnc(C3CC3)o2)cn1	20%
CC(C)C(=O)NCCC1CCN(C(=O)Nc2cc(F)cc(F)c2)CC1	i
CCc1ccc(NC(=O)Cn2c(C)ccc(NS(=O)(=O)c3ccccc3)c2=O)cc1	-6%
CCc1noc(-c2nc(Cc3ccccc3C)no2)n1	?
O=C(c1cccs1)N1CCC2(CC1)CC(Cc1ccc(F)cc1)CCO2 (stereo not given)	-1%
Cc1cccnc1CN1CCN2C(=O)N(c3ccccc3)C[C@H]2C1	9%[44.1 µM]
CCOC(=O)c1[nH]c(C)c(CCC(=O)Nc2cc(Cl)c(OC)cc2OC)c1C	-5%
CC(=O)N1CCC2(CC1)C(=O)NN=C2c1ccccn1	22%[44.1 µM]
Cc1ccc(NC(=O)c2c(NC(=O)c3ccco3)sc3c2CCC(C(C)(C)C)C3)c(C)c1 (stereo not given)	?

Structural class, those above containing an aryl thioether with sulfur outside any ring.
SMILES	Pf Dd2 growth
O=C(CSc1nc2sc3c(c2c(=O)[nH]1)CCCC3)Nc1ccccc1F	4%
CCc1ccc(NC(=O)CSc2nc3nccnc3c(=O)n2CCc2c[nH]c3ccccc23)cc1	?

Reformatted: results already given
Structure | Pf Dd2 growth
COc1ccc(CCC(=O)N2CCC(Cc3nc(-c4ccccc4)no3)CC2)cc1 | -22%
CN(Cc1ccccc1)C(=O)c1ccnc(-c2nnc3ccc(N4CCOCC4)nn23)c1 | i
COC(=O)CC1Oc2ccc(Cl)cc2-n2cc(-c3ccc(C)cc3)nc21 (stereo not given) | i
O=C(NC[C@H]1Cn2c(-c3ccccc3)cnc2CO1)c1cnccn1 | ?

Structures from the list above that contain a CF3 group:
SMILES	Pf Dd2 growth
O=C1NC(NS(=O)(=O)c2ccccc2)(C(F)(F)F)C(=O)N1c1ccc(F)cc1 (stereo not given)	19%
O=C1NC2(CCN([S+](=O)([O-])c3cccc(C(F)(F)F)c3)C2)COc2ccccc21 (stereo not given)	17%
CCc1ccc(NC(=O)C(=O)NCCc2csc(-c3ccc(C(F)(F)F)cc3)n2)cc1	1%

Going on with the list:
SMILES	Pf Dd2 growth
CN1C[C@@H](NC(=O)c2ccc(F)cc2)C[C@H]1c1nc(-c2cncnc2)no1	i
COc1ccc(-c2nc(C(C)C)nc3c2CCN(C(=O)N(C)C)CC3)cc1	-23%
Cc1ccc(NC(=O)c2ccc(CN3CC(=O)N4CCCCC4C3=O)cc2)cc1C (stereo not given)	i
CN(C)c1ccc(-c2nc(C3CCOC3)no2)cc1 (stereo not given)	-14%
Cc1noc(C)c1C(=O)N1CCCC(CCc2ccc(F)cc2F)C1 (stereo not given)	-8%
CCOc1ccc(C(=O)N2CCN(c3cc(-c4cccs4)[nH]n3)CC2)cc1	i
CCCCN1C(=O)C(O)(CC(=O)c2ccc(CC)cc2)c2cc(Br)ccc21 (stereo not given)	?
CS(=O)(=O)c1ccc(CN2CC[C@@H](c3ccc4ccccc4c3)[C@H](O)C2)cc1	-18%
CCc1cc(=O)[nH]c(SCc2nc(-c3ccccc3)no2)n1	8%
CC(NC(=O)Cc1cccn1-c1ccc(Cl)cc1)c1cccnc1 (stereo not given)	-11%
COc1ncccc1-c1ccc2ncn(Cc3ccccn3)c(=O)c2n1	i
CC(=O)c1ccc(NC(=O)C2=CC(c3ccc(C)cc3)=NS(=O)(=O)N2C)cc1	44%[activator][0.594 µM]
O=C1NC2(CCCN(CC3CCCC3)C2)Oc2ccccc21 (stereo not given)	?
CCn1c(Cn2ccnc2)nnc1C1CCN(C(=O)C(C)(C)OC)CC1	-12%
Cn1ncc(N2CCC(CNC(=O)c3ccn(C(C)(C)C)c3)C2)cc1=O (stereo not given)	-13%
CCN(CC)C(=O)CC[C@@H]1CNC(=O)[C@@H]2C[C@H](NCc3cccc(Cl)c3)CN12	-2%[44.1 µM]
Cc1nc(N2CCC(N[C@H]3Cc4ccccc4[C@@H]3N)CC2)c2ccsc2n1	?
CCCc1cc(C(=O)N[C@@H]2CCOC[C@H]2OCCO)n(C)n1	-4%
O=C(Nc1ccc(=O)n2c1[C@@H]1C[C@@H](CN(S(=O)(=O)c3ccccc3)C1)C2)c1cccnc1	17%
COC(=O)[C@@H]1Cc2c([nH]c3ccccc23)[C@H]2C[C@@H](NCCN3CCOCC3)C[C@@H](c3ccc(F)cc3)N21	-15%
Cc1cc(C(=O)N2c3ccccc3CC2c2nc(C(C)C)no2)nn1C (stereo not given)	11%[5.79 µM]
Cc1cccc(-c2cn[nH]c2C2CCN(C(=O)c3ccccc3OC(F)F)CC2)c1	-45%
CN1CCN(C(=O)NCc2cccc(F)c2)CC12CCNC(=O)CC2 (stereo not given)	-4%
COCCNC(=O)c1ccc(OC2CCN(Cc3ccc(OC)cc3F)CC2)c(Cl)c1	?
COC(=O)[C@@H]1Cc2c([nH]c3ccccc23)[C@H]2C[C@H](NC[C@H]3CCCO3)C[C@@H](c3ccccc3F)N21	-14%
O=C(Cc1ccc(Cl)cc1)NC1CC(=O)N(c2ccc3c(c2)OCCO3)C1 (stereo not given)	-9%
COc1cncc(NC(=O)C2=NO[C@@H]3CN(Cc4cccc(F)c4)C[C@H]23)c1	-15%[44.1 µM]
O=C(C1CC1)N1CCC2(CC1)SCC(=O)N2c1ccc(F)cc1	2%
Cc1ccc(-c2nc(C(=O)NCc3ccccc3Cl)no2)cc1	11%
CC(C(=O)NCC1CC1)N1C(=O)COc2ccc(C(=O)COc3ccccc3Cl)cc21 (stereo not given)	i
COc1cc(C(=O)NCCSc2c(-c3ccccc3)[nH]c3ccccc23)cc(OC)c1OC	?
Cc1noc(Cc2c(C)nn(-c3ccccc3)c2C)n1	-1%
Cc1ncc2c(N3CC4CCC(C3)N4CC(F)(F)F)nc3ccccc3n12	5µM*
CCn1ccc(C(=O)N2C[C@@H]3CCCN4CCC[C@@H]([C@H]34)[C@H]2CCCC(=O)NCC2CC2)n1	-8%
OCCCn1c(-c2ccc(F)cc2)csc1=Nc1ccc(F)cc1	15%
Cc1cccc(NC(=O)c2ccc3nc(CCc4ccccc4)oc3c2)c1C	?
CC1=C(C(=O)OC(C)C)C(c2ccccc2)NC(=O)N1 (stereo not given)	-7%
O=C(c1cc(F)ccc1F)N1CCC2(CC1)N=C(c1ccc(Cl)cc1)NO2	i
O=C(N1CCCC1)N1CCN(C2CCNCC2)C(=O)C1	-7%
CS(=O)(=O)N1CCC(OC2CCN(C(=O)NCc3cccc(F)c3)CC2)CC1	-8%
CC1(C(=O)NCCCc2ccccc2)CCCCC(=O)N1 (stereo not given)	i
Cc1ccc(-c2nc(CS(=O)(=O)CC(=O)NCCc3ccccc3)c(C)o2)cc1	-10%
Cc1cccc(N2CCN(C(=O)CCCn3c(=O)[nH]c4ccsc4c3=O)CC2)c1C	?
Cc1ccc(N(C)C(=O)CCS(=O)(=O)c2cc3c(cc2Cl)NC(=O)CO3)cc1	-20%
CC1=C[C@@H](CN2CCN(c3ncccn3)CC2)[C@H](C(C)C)C[C@H]1Cc1nnc(COc2ccc(F)cc2)o1	0.89µM*
COc1ccc(C(=O)N2CCc3ccc(C(=O)NCc4cccc(F)c4)cc32)cc1	-2%
NC(=O)CNC(=O)C1=C[C@@H](NC(=O)Nc2ccc(OC(F)(F)F)cc2)[C@@H](O)[C@H](O)C1	-4%[44.1 µM]
CN(C(=O)C(=O)Nc1ccc2nc3n(c(=O)c2c1)CCCCC3)c1cccc(C(F)(F)F)c1	-9%
COc1cc(Cl)ccc1C(=O)N1CCC(Oc2ccc(C(=O)N(C)C)cn2)CC1	-13%
COc1ccc(-c2onc(C)c2C)cc1S(=O)(=O)N1CCN(c2cc(C)ccc2C)CC1	-4%
O=C(c1ccoc1)N1CC(Oc2cccc(-c3nc(-c4ccccc4)no3)c2)C1	4%[5.79 µM]
O=C(C1CCc2nnc(-c3cccc(C(F)(F)F)c3)n21)N1CCOCC1 (stereo not given)	13%
COc1ccc(CCNC(=O)CCn2c(=O)c3ccccc3n(CC(=O)Nc3ccc(C)cc3C)c2=O)cc1OC	i
COC(=O)C1=C(C)NC(=O)NC1c1ccc(C(C)C)cc1 (stereo not given)	-14%
OC[C@@H]1CN(Cc2ccccn2)C[C@H]1c1nc(-c2cccnc2)no1	?
O=C(NC[C@H]1COCc2nc3cc(C(F)(F)F)ccc3n21)c1cnccn1	i
Cc1cc(C)nc(CNC(=O)c2ccc3nc(-c4ccc(F)cc4)cn3c2)n1	1%
Cc1cccc(OCC(=O)NC2CCN(C(=O)c3cc4c(=O)[nH]c(C)cn4n3)CC2)c1	?
CCOC(=O)c1c(S(=O)(=O)N2CCCC(C(=O)N3CCN(c4cc(C)ccc4C)CC3)C2)c(C)n(C)c1C (stereo not given)	1µM*
Cc1cccc(N2CCN(C(=O)c3cccn4c(=O)c5cc(Cl)ccc5nc34)CC2C)c1 (stereo not given)	-16%

(further entries)
SMILES	Pf Dd2 growth
CN(C)C(=O)[C@@H]1CN(Cc2ccc(F)cc2F)C[C@H]1CO	?
COc1ccc(-c2noc(-c3cccn3CC(=O)NCc3ccc(F)cc3Cl)n2)cc1F	21%
CCOC(=O)c1[nH]c(C)c(CCC(=O)NCc2ccc(CC)cc2)c1C	?
O=C1CC(c2ccccc2)N(C(=O)CNC(=O)Cn2c(=O)oc3ccccc32)CCCCCCN1 (stereo not given)	10µM*
COCC1CN(Cc2ccncc2)CC12CCNCC2 (stereo not given)	-26%
CCOc1ccc(NC(=O)CC2C(=O)N(c3ccc(F)cc3)C(=O)N2CCc2sccc2C)cc1 (stereo not given)	i
COC(=O)c1sc2cccc(F)c2c1S(=O)(=O)NC(C)c1ccccc1 (stereo not given)	51%[activator]
Cc1ccc(NC(=O)N(C)CC2CCOC2)cc1F (stereo not given)	5%[5.79 µM]
CCC1CN(C(=O)c2cnn(C)c2)CCC(=O)N1Cc1ccccc1 (stereo not given)	-3%
CCOc1ccc(NC(=O)N2CCC(C(N)=O)(N3CCCCC3)CC2)cc1	31%[activator]
CO[C@H]1C(=O)N(C(C)C)[C@H]1C1CCN(C(=O)c2c[nH]c3ccccc23)CC1	?
Cn1nc(C2CCCN2)c2c(C(=O)NCC(F)(F)F)cc(C3CC3)nc21 (stereo not given)	-14%
O=[N+]([O-])c1ccc(C(c2sc3nc(-c4ccco4)nn3c2O)N2CCN(c3cccc(Cl)c3)CC2)cc1 (stereo not given)	?
Cc1ccc(OCC(=O)Nc2nnc(SCc3cc(=O)c4ccccc4[nH]3)s2)cc1	44%[activator]
CC(Cc1cccnc1)Nc1ccc(-c2nccn2C)nn1 (stereo not given)	-24%
O=C(c1nccc2ccccc12)N1CCC(c2noc(C3CC3)n2)C1 (stereo not given)	4%[5.79 µM]

This is a subset (hit frequency here may not be typical).
